Source: PubChem BioAssay (Small Molecule Screening Facility, UW Madison)
RMI-FANCM inh: RMI-FANCM interaction inhibition | FP signal (polarization) at 33 µM | Fluorescence polarization, RMI core complex with F-MM2 peptide; hits give low values | AID 1159607 | actives 0.58% (n = 70,000); in the data active = FP signal below about 40; note: inactives centre near 61; strong numbers were not always called active; unit not given here
* = called active by the depositor; & = joins results of further samples.

SMILES	RMI-FANCM inh
CC(C)NC(=O)NNC(=O)c1ccc[nH]1	59
O=C(c1csc(Nc2ccc(OC(F)F)cc2)n1)N1CCN(C(=O)c2ccco2)CC1	62
Cc1cccc(NC(=S)N2CCN(c3ccc(F)cc3)CC2)c1C	61
O=C(O)CN1C(=O)Nc2ccc(Br)cc2C1c1ccccc1 (centres undefined)	62
O=C(COc1cccc2c1CCNC2=O)Nc1ccccc1C(F)(F)F	55
O=C(Nc1ccccc1)Nc1ccc(S(=O)(=O)Nc2nccs2)cc1	65
Cc1cc(C)cc(NC(=O)C(=O)NCCN2CCN(c3ccc(F)cc3)CC2)c1	64
O=C(NCCc1ccc(N2CCCC2)cc1)c1c(F)cccc1F	71
Cn1ccc(C(=O)N2CCCc3ccccc32)n1	68
CC(=O)c1cccc(NS(=O)(=O)c2ccc(F)c(Cl)c2)c1	75
Cc1onc(-c2ccccc2)c1C(=O)OCCOc1ccc(C(F)(F)F)cc1[N+](=O)[O-]	59
COCCN(CCOC)S(=O)(=O)c1ccc(C(=O)Nc2nc3cc4c(cc3s2)OCCO4)cc1	74
Cc1ccc(NC(=O)c2oc3ccccc3c2N)cc1C	68
O=c1[nH]cccc1Br	62
O/N=C\c1cnc(-c2ccccc2)[nH]1	56
Cc1noc(C)c1N=Nc1cc(Cl)cc(Cl)c1	53
Cc1nnc(NNC(=O)C2CCCCC2)[nH]c1=O	55
O=C(NCc1ccc2c(c1)OCO2)C1COc2ccccc2O1 (centres undefined)	62
COc1cccc(CNC(=O)c2cc(-c3cccs3)nc3c2c(C)nn3C2CCS(=O)(=O)C2)c1 (centres undefined)	108
CCOC(=O)c1cnc2ccc(OC)cc2c1N	64
O=C(NCc1csc(-c2cccs2)n1)c1ccccc1	64
Cc1cc(NC(=O)CSc2ccc(NC(=O)C3CC3)nn2)no1	67
O=C(NCCn1ncc2c(N3CCOCC3)ncnc21)c1ccccc1F	65
O=C(Nc1ccc(F)cc1F)C(=S)NCc1cccs1	56
CCOc1ccc(C(=O)NCCNC(=O)c2ccc(NC(C)=O)cc2)cc1OCC	68
S=C(NNc1nnnn1-c1ccccc1)Nc1ccccc1	63
NC(N)=NC(N)=Nc1ccccc1Cl	56
O=C(Cc1ccccc1)Nc1ccc2ccccc2c1	48
CCCc1c(C(=O)Nc2cc(-c3ccccc3)nn2C)cnn1-c1ccccc1	53
CCOC(=O)CSc1nc2ccccc2c(=O)n1NC(=O)CCc1c[nH]c2ccccc12	58
COc1cccc(-n2c(=S)sc3c(=O)[nH]c(SCC(=O)Nc4ccc(C)c(C)c4)nc32)c1	54
CCN(CC)CCN(C(=O)c1cc2ccccc2cc1OC)c1nc2ccc(F)cc2s1	91
O=S(=O)(c1ccc(F)c(Cl)c1)N1CCOC(c2ccccc2)C1 (centres undefined)	77
Cn1nccc1NC(=O)CSCC(=O)O	53
CC(=O)NC(CCS(C)(=O)=O)C(=O)Nc1cc(Cl)ccc1Cl (centres undefined)	61
COc1ccc(CCNCC(O)Cn2ccc3ccccc32)cc1OC (centres undefined)	58
Cc1ccc(N2C(=O)C3N=NN(c4cccc(C(F)(F)F)c4)C3C2=O)cc1F (centres undefined)	62
Cc1c(C(=O)NCc2ccco2)cccc1[N+](=O)[O-]	60
CC1SCC(NC(=O)Nc2ccc(Cl)cc2)CS1 (centres undefined)	56
Cc1c(C(=O)NCC(c2ccco2)N(C)C)cccc1[N+](=O)[O-] (centres undefined)	49
O=C(NNC(=O)c1ccc2nonc2c1)c1ccc(Cl)cc1	51
Cc1cc(C(=O)NC(C)c2ccccc2)c(C)o1 (centres undefined)	52
COc1cc2c(cc1OC)-c1c(C#N)c(N=Nc3ccc(C)cc3)c(C)n1CC2	55
NC(=O)c1ccsc1NC(=O)c1c(F)cccc1Cl	69
NC(=O)c1ccc(NC(=O)Cc2cc(=O)[nH]c(SCc3cccc(Cl)c3)n2)cc1	61
NC(=S)c1csc([N+](=O)[O-])c1	61
Cc1nc2ccc(NC(=O)CCSc3ccc(F)cc3)cc2s1	53
Cc1ccc(CNC(=O)Cc2cc(=O)[nH]c(SCc3ccc(F)cc3)n2)cc1	62
COc1ccc(C(=O)Nc2ccc3c(c2)N(C(=O)c2cccs2)CC3)c(OC)c1OC	68
Cc1cc(-c2onc(C)c2C(=O)Sc2ccccc2)no1	55
CCn1nccc1C(=O)Nc1nc(-c2ccc(C(=O)OC)cc2)cs1	66
O=C(c1nccnc1-c1nc2ccccc2s1)N1CCN(c2cccc(Cl)c2)CC1	68
O=C(CSc1ccc(-c2ccc(Cl)cc2)nn1)c1ccc(F)cc1	55
COc1cc(NC(=O)CCCn2nc(-c3ccco3)ccc2=O)cc(OC)c1	65
O=S(=O)(Cc1ccccc1Cl)NCC1CCN(Cc2cccs2)CC1	75
CCOc1ccccc1NC(=O)c1oc2ccccc2c1NC(=O)Cc1cccs1	56
NC1(C(=O)O)CCCCC1	49
COc1cc(/C=N\NC(=S)NCc2ccco2)cc(OC)c1OC	60
Cc1ccc(C(=O)N2CCC(c3nc4ccccc4[nH]3)CC2)cc1[N+](=O)[O-]	55
Cc1ccc(OS(=O)(=O)c2c(C)nn(C)c2Cl)c(C)c1	62

Other structures follow.
SMILES	RMI-FANCM inh
CS(=O)(=O)CS(=O)(=O)NCc1ccc(Cl)cc1	54
N/C(=N/OC(=O)C(Cl)Cl)c1cccc(Cl)c1Cl	56
N/C(=N/OC(=O)Nc1ccc(Cl)cc1)c1cnn2c(C(F)(F)F)cc(C(F)(F)F)nc12	55
O=C(c1ccc(-c2ccccc2)s1)N1CC=C(c2ccccc2)CC1	60
Cc1csc(NC(=O)CSc2nc(CC(=O)NCCc3ccccc3)cc(=O)[nH]2)n1	60
OC1(C(F)(F)F)CC(/C=C/c2ccc3c(c2)OCO3)=NN1 (centres undefined)	56
Cc1cc(NC(=O)C2CCCN2S(=O)(=O)c2ccc(Cl)s2)no1 (centres undefined)	54
Cc1c[nH]c2c(c1=O)c(=O)n(C)c(=O)n2C	65
COc1ccc(-c2cc3c(=O)oc4ccccc4c3[nH]2)cc1	52
CCC[C@@H]1C[C@@H](C(=O)N[C@H]([C@H]2O[C@H](SC)[C@H](O)[C@@H](O)[C@H]2O)[C@H](C)O)N(C)C1	65
N#CC(C1CC=CCC1)N1CCOCC1 (centres undefined)	61
COc1ccc2nc(NS(=O)(=O)c3ccc(Cl)s3)sc2c1	77

Grouped by structure: the entries above containing a COOH group (3)
SMILES	RMI-FANCM inh
O=C(O)CN1C(=O)Nc2ccc(Br)cc2C1c1ccccc1 (centres undefined)	62
Cn1nccc1NC(=O)CSCC(=O)O	53
NC1(C(=O)O)CCCCC1	49

Reformatted: entries from further up
mol | RMI-FANCM inh
COc1ccc(-c2cc3c(=O)oc4ccccc4c3[nH]2)cc1 | 52
N/C(=N/OC(=O)Nc1ccc(Cl)cc1)c1cnn2c(C(F)(F)F)cc(C(F)(F)F)nc12 | 55
CCC[C@@H]1C[C@@H](C(=O)N[C@H]([C@H]2O[C@H](SC)[C@H](O)[C@@H](O)[C@H]2O)[C@H](C)O)N(C)C1 | 65
N#CC(C1CC=CCC1)N1CCOCC1 (centres undefined) | 61
Cc1cc(NC(=O)C2CCCN2S(=O)(=O)c2ccc(Cl)s2)no1 (centres undefined) | 54
N/C(=N/OC(=O)C(Cl)Cl)c1cccc(Cl)c1Cl | 56
Cc1c[nH]c2c(c1=O)c(=O)n(C)c(=O)n2C | 65

3 compounds already listed, arranged by length of the SMILES, falling.
SMILES	RMI-FANCM inh
CCC[C@@H]1C[C@@H](C(=O)N[C@H]([C@H]2O[C@H](SC)[C@H](O)[C@@H](O)[C@H]2O)[C@H](C)O)N(C)C1	65
N/C(=N/OC(=O)Nc1ccc(Cl)cc1)c1cnn2c(C(F)(F)F)cc(C(F)(F)F)nc12	55
COc1ccc2nc(NS(=O)(=O)c3ccc(Cl)s3)sc2c1	77

(further entries)
SMILES	RMI-FANCM inh
Cc1cc(C)c2c(n1)sc1c(=O)n(CC(=O)Nc3cccc4ccccc34)cnc12	73
Cc1ccc(S(=O)(=O)c2nc(Cc3ccccc3)oc2N2CCCCC2)cc1	61
Cc1ccc(S(=O)(=O)N2CCCCC2CCNC(=O)C(=O)NCCc2c[nH]c3ccccc23)cc1 (centres undefined)	65
COCCNC(=O)c1csc(NC(=O)Nc2ccc(Cl)cc2)n1	56
CN(C(=O)Cn1nc(-c2cccs2)c2sc(N3CCCCC3)nc2c1=O)c1ccccc1	71
CC(=O)N1CCN(Cc2nc(-c3ccc(F)cc3)cs2)CC1	61
O=C(Nc1ccc2c(c1)OCCO2)c1scc(-c2ccc(F)cc2)c1-n1cccc1	62
CSCc1nnc(N)o1	67
COCCN1CCC(CNS(=O)(=O)c2ccc(Cl)cc2)CC1	70
CC1CCCC(C)N1CC(O)COCc1ccc2c(c1)OCO2 (centres undefined)	60
Clc1ccccc1Cn1ncc2c(N3CCN(C/C=C/c4ccccc4)CC3)ncnc21	64
CCOC(=O)CN(C(=O)CSc1nc(C)cc(C)c1C#N)c1ccc(F)cc1	54

In the list so far, 3 have a cyano group.
SMILES	RMI-FANCM inh
COc1cc2c(cc1OC)-c1c(C#N)c(N=Nc3ccc(C)cc3)c(C)n1CC2	55
N#CC(C1CC=CCC1)N1CCOCC1 (centres undefined)	61
CCOC(=O)CN(C(=O)CSc1nc(C)cc(C)c1C#N)c1ccc(F)cc1	54

Additional results
SMILES	RMI-FANCM inh
C=C1CCC(C2CC(=O)OC2=O)C(=O)CCC2C1CC2(C)C (centres undefined)	64
COc1ccccc1N1CCN(Cc2cc(=O)c(OCc3ccccc3F)co2)CC1	54
O=c1c2sc3ncccc3c2nc(SCc2c(F)cccc2Cl)n1Cc1cccs1	64
CCOC(=O)N1CCN(S(=O)(=O)c2ccc(C(=O)Nc3nc4cc5c(cc4s3)OCCO5)cc2)CC1	69
CC(=O)NCCn1ncc2c(N3CCN(c4ccc(F)cc4)CC3)ncnc21	67
Cc1ccc(NC(=O)CSc2nncc(=O)[nH]2)c(C)c1	55
Cn1c(=O)c2c(nc(Br)n2C/C=N\NC(N)=O)n(C)c1=O	69
COc1ccc(N2CCN(C(=O)CCn3cnc4c(cnn4C(C)(C)C)c3=O)CC2)cc1	73
COc1ccc(CCC(=O)NCC2CCN(Cc3ccco3)CC2)cc1	72
COc1cccn(Cc2n[nH]c(=S)n2C)c1=O	59
O=C(CCCS(=O)(=O)c1ccc(Cl)cc1)Nc1nc(-c2cccnc2)cs1	105
CC(=O)c1ccc(NC(=O)CSc2nc3c(-c4ccccc4)csc3c(=O)n2C)cc1	77
Cc1ccccc1C(=O)NCC(=O)N1CCOC(c2ccccc2)C1 (centres undefined)	73
O=S(=O)(Nc1ccc(N2CCCCC2)cc1)c1cc(Cl)sc1Cl	57
CN(C)/C=N/N(C)c1ncccc1[N+](=O)[O-]	53
Cc1nn(-c2ccccc2)c2c1C1=C(C(=O)CC(C)(C)C1)C(c1ccc(N(C)C)cc1)N2 (centres undefined)	67&59
CCOC(=O)/C(=N\O)C1=CSC2=NNC(c3ccc(Cl)cc3)N12 (centres undefined)	56
O=C(Nc1nnc(-c2ccc(Br)s2)o1)c1ccco1	67
COc1ccc(-c2nc(CCNS(=O)(=O)c3ccc(Br)cc3)cs2)cc1	88
O=C(NCCn1nc(-c2cccnc2)ccc1=O)Nc1ccc(C(F)(F)F)cc1	66
COc1ccc(-c2c(C#N)c(SCc3csc(C)n3)nc3c2C(=O)CC(C)(C)C3)cc1	82
CSc1ccc(C(=O)NC(=O)NCc2cccc(Cl)c2)s1	59
COc1cccc(C(CNC(=O)C(=O)NCc2cccs2)N2CCOCC2)c1 (centres undefined)	54
O=C(O)CC(CC(=O)Oc1ccc(F)cc1)c1ccc(Cl)cc1Cl (centres undefined)	53
CSc1ccccc1NC(=O)CCCn1nc(-c2ccc(F)cc2)ccc1=O	75
O=C1C(c2ccccc2)=S=C2C(N3CCOCC3)=Nc3ccccc3N12	74
CN1Cc2c(N)cccc2C(c2ccccc2)C1 (centres undefined)	65&65&44
O=C(N/N=C\c1cc([N+](=O)[O-])ccc1N1CCCCC1)c1ccccc1	62
CC(=O)Nc1ccc(SCCCC(=O)N2CCN(C(=O)c3ccco3)CC2)nn1	67
NC(=O)C1CCN(CC(O)CSc2ccc(F)cc2)CC1 (centres undefined)	57
O=C(c1cccc([N+](=O)[O-])c1)N1CCN(c2ncccn2)CC1	55
Cc1ccc(-c2nn(-c3ccccc3)cc2C2CC(c3cccs3)=NN2C(=O)CNCCO)cc1 (centres undefined)	98
O=C(NCCCn1nc(-c2ccncc2)ccc1=O)c1ccccc1F	67
CCc1nnc(N)o1	67
O=C(NCCc1nc2ccccc2n1CCOc1ccc(Cl)cc1)c1ccco1	66
Clc1nc2c(Cl)ccc(Cl)c2s1	72
O=C(NC(=S)N1CCN(CCN2C(=O)c3cccc4cccc(c34)C2=O)CC1)c1ccc2c(c1)OCO2	58
O=C1NC(c2ccccc2)=N/C1=C/c1ccccc1	52
Cc1ccc(NC(=O)N2CCN(c3ccc(-c4ccco4)nn3)CC2)cc1C	71
COc1ccccc1CCNC(=O)NC1CC(=O)N(c2ccc3c(c2)OCCO3)C1 (centres undefined)	55
O=C(Cn1cnc2c(cnn2-c2cccc(Cl)c2)c1=O)NC1CCCCC1	54
COC(=O)c1ccccc1N/C=C/c1nnnn1-c1ccccc1	53
COc1ccc(C(=O)Nc2ccc3c(c2)N(C(C)=O)CC3)c(OC)c1OC	67
COc1ccc(C/C(=N\N=C(N)N)c2ccc(OC)cc2)cc1	60
Cc1[nH]c(=O)[nH]c(=O)c1CCc1nnc(SCC(=O)NCc2ccccc2Cl)o1	61
CC(Oc1ccccc1F)C(=O)NCCn1ncccc1=O (centres undefined)	62
CCOC(=O)N1CCN(C(=O)CCCSc2ccc(NC(C)=O)nn2)CC1	61
COc1ccc(Cl)c(Cn2cnc3c2c(=O)n(C)c(=O)n3C)c1	55
COC(=O)c1c(C)[nH]c(C)c1/C=N\N=C/c1c(C)[nH]c(C)c1C(=O)OC	63
O=S(=O)(NCCN1CCCC1)c1ccc(C(F)(F)F)cc1	60
O=C(CCCc1ccccc1)NCCn1ncc2c(=O)n(Cc3cccc(F)c3)cnc21	67

The list is partial; count on the stated rates, not on these rows.
